Source: PubChem
Arr AP2 block = blocks beta-arrestin peptide binding to AP2 adaptin; FITC-arrestin peptide / GST-AP2 beads, flow cytometry; AP2 beta2 appendage carries R879A mutation; inhibition, % at 10 µM; 0.31% of 340,000 active; AID 504490;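 active means inhibition above a set limit, near 3 SD of compounds lacking own fluorescence, cut at about 54% in these data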;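 further: plate controls were DMSO wells for no effect and 5 µM unlabelled arrestin peptide for full effect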
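System: GST-AP2 R879A glutathione beads | Also added: FITC-arrestin peptide, 50 nM | Times: 12 min plus 1 h, RT | Signal: Bead flow cytometry, FITC channel | Buffer or medium: PBS with 0.05% Tween 20 and 0.1% BSA | Read-out basis: Percent drop in bead-associated FITC signal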
V-ATPase pH = yeast V-ATPase proton transport regulation by pHLuorin; S. cerevisiae, pHLuorin cytosolic pH fluorescence; response, % at 10 µM; 0.37% of 350,000 active; in the data active means response mostly above about 7.3%, no sharp cut-off; inactive means mostly below about 5.4%; further: actives read high; inactives centre near 0; some compounds called inactive have numbers as strong as hits; reference of the scale not given here
Keap1 Nrf2 FP = inhibitors of human Keap1-Nrf2 protein-protein interaction; Keap1 Kelch-Nrf2 peptide fluorescence polarization, 1536-well; AID 504523; 0.15% of 340,000 active; inhibition, % at 9.4 µM; Q14145; in the data active means inhibition above about 12%; inconclusive means no clear call, values can overlap the other calls; inactive means below about 7.3%;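 further: human Keap1 Kelch domain with fluorescein labeled Nrf2 9mer peptide probe; 0% = neutral control wells and 100% = peptide positive control; higher means more block of Keap1 binding to Nrf2 peptide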
Target sequence (Q14145 whole entry, looked up, the tested form may be a part): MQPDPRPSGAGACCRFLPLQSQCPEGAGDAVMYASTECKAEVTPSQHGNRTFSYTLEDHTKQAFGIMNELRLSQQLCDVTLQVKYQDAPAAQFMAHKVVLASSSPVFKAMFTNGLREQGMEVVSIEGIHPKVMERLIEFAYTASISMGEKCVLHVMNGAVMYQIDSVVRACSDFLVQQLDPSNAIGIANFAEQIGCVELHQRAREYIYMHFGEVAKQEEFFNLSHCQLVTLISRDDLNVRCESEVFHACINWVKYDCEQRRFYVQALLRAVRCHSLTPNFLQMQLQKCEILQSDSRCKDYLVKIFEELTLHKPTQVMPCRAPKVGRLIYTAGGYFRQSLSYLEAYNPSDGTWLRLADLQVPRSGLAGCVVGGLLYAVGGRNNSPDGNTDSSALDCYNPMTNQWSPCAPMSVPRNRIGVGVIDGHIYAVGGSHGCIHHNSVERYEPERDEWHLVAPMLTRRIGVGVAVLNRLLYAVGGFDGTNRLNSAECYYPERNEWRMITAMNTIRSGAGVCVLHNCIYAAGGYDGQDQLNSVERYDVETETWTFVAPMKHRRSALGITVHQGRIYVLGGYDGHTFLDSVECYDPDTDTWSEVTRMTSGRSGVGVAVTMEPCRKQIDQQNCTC
LANA DNA inh = inhibitors of KSHV LANA C-terminal domain DNA binding; MBP-C-LANA/FAM-LBS DNA binding, fluorescence polarization; 0.078% of 340,000 active; inhibition, % at 9 µM; AID 504423;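 active means highest replicate inhibition at or above 60% at 9 µM, even if other replicates fall short; inactive means all replicates below 60% inhibition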;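 further: 0% = neutral control wells and 100% = 4 µM acridine orange control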
DSG3 Ab inh = human desmoglein-3 autoantibody binding inhibition. 0.48% of 310,000 active. AID 588358. DSG3-coupled beads, scFv-anti-DSG3-GFP binding, flow cytometry; hits give low values. binding (percent of control), % at 10 µM;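 active means binding more than 3 SD below its plate's average and above zero; inconclusive means below that plate limit but binding exactly zero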;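 further: hits lower antibody fragment binding to DSG3; some compounds called inactive have numbers as strong as hits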
OPRM1-OPRD1 ag = agonists of human mu-delta opioid receptor heterodimerization; cells, OPRM1-OPRD1 heterodimerization, luminescence; activation, % at 9.3 µM; 0.3% of 340,000 active; AID 504326; in the data active means activation above about 18%;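 further: 0% = vehicle-treated cells and 100% = reference agonist; values of inactives mirror those of a sister screen read the other way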
Wnt bcat act = Wnt/beta-catenin pathway activation; Wnt/beta-catenin reporter cell assay, activator, plate reader; activation, % at 9.35 µM; 1.2% of 300,000 active; in the data active means activation above about 30%, passing the limit was not always enough; inconclusive means no clear call, values can overlap the other calls;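 further: 0% = neutral control wells and 100% = positive control wells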
RTF Ca sens inh = cardiac RTF calcium desensitization; P19429+P45379; IANBD-labeled cardiac RTF, Ca2+ fluorescence; inhibition, % at 7.15 µM; 0.12% of 340,000 active; AID 493244;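 active means inhibition above the mean inhibition of all tested compounds plus 3 SD, cut at about 17% in these data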;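 further: assay run at fixed EC70 calcium of 1.6 mM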
RTF Ca sens act = increases calcium sensitivity of human cardiac regulated thin filaments; P19429+P45379; IANBD-labeled TnC RTF fluorescence at EC20 calcium; 0% EC20 calcium, 100% full calcium; activation, % at 7.2 µM; 0.24% of 340,000 active; AID 493008;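 active means activation above the mean over all tested compounds plus 3 SD, cut at about 30% in these data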;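 further: rise in fluorescence read as greater calcium sensitivity of cardiac thin filaments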
MOR-DOR inv ag = mu-delta opioid heterodimer inverse agonism | cell-based MOR-DOR heterodimer luminescence | P35372+P41143 | 0.21% of 340,000 active | inhibition, % at 9.3 µM; in the data active means inhibition above about 22%, passing the limit was not always enough;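 further: 0% = cells with DMSO and 100% = wells without cells with DMSO; values of inactives mirror those of a sister screen read the other way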
* marks the source's active call; other numbers are inactive results; ? = inconclusive; nt = not tested or not shown.

SMILES | Arr AP2 block | V-ATPase pH | Keap1 Nrf2 FP | LANA DNA inh | DSG3 Ab inh | OPRM1-OPRD1 ag | Wnt bcat act | RTF Ca sens inh | RTF Ca sens act | MOR-DOR inv ag
COc1ccccc1CCNC(=O)C1CCC(=O)N(Cc2cccc(F)c2)C1 (centres undefined) | -18 | 1 | -3 | -0.8 | 102 | 1.3 | 4 | -10 | 0 | -7
O=S(=O)(Nc1ccccc1N1CCOCC1)c1ccc(F)c(Cl)c1 | -18 | 2 | 3 | -0.4 | 102 | -1.9 | 0 | -1 | 0 | 11
O=C(c1cc(COc2ccc(-n3cncn3)cc2)on1)N1CCCC1 | 1 | 1 | -3 | -0.8 | 102 | -3.4 | 1 | -5 | -4 | 18
O=C(NCCc1nc(-c2ccccc2)no1)c1ccccc1 | 1 | 0 | 5 | -3.5 | 97 | 3.1 | 0 | -8 | 1 | -18
CC(=O)OC1CCC2(C)C(=CCC3C4CC(=O)N(O)C(=O)C4(C)CCC32)C1 (centres undefined) | 28 | 3 | 0 | -0.4 | 91 | -0.5 | -3 | -14 | -2 | 3
COc1cc(-c2nnn(CC(=O)NCc3ccccc3)n2)cc(OC)c1OC | 14 | 4 | 4 | 1.5 | 89 | 1.1 | ? | 4 | -4 | -8
N#CCc1ccc(NC(=O)c2ccc(S(=O)(=O)N3CCOCC3)cc2)cc1 | -10 | 1 | -1 | -0.2 | 106 | -2.0 | -2 | 0 | 9 | 8
Cc1ccc(S(=O)(=O)N/N=C/c2ccc(OCC(=O)N3CCOCC3)cc2)cc1 | 1 | 1 | -1 | -1.2 | 100 | 0.8 | -1 | -8 | -4 | -4
COC(=O)c1sc2nc(-c3ccco3)ccc2c1N | 19 | 3 | -6 | 1.2 | 101 | -1.2 | nt | 3 | 2 | 6
O=C1NCCN1C(=O)c1cccc(Cl)c1 | -6 | -2 | 4 | -1.5 | 95 | -2.8 | nt | -5 | 3 | 15
Cc1ccc(CCNC(=O)C2CCCN2S(=O)(=O)c2ccc3c(c2)CCC(=O)N3)cc1 (centres undefined) | 15 | -2 | -3 | 0.0 | 101 | 0.6 | nt | -4 | 8 | -3
O=C(NC(=S)Nc1cnc2ccccc2c1)c1ccccc1 | 15 | 3 | -10 | 1.1 | 105 | -2.0 | 53* | -16 | 6 | 10
O=C(Cc1ncon1)Nc1ccc(F)c(F)c1F | 5 | -2 | 0 | 1.3 | nt | -2.9 | 1 | 1 | 3 | 14
CC1(C)Cc2nc3oc4c(=O)n(CC(=O)Nc5ccc(Cl)cc5)cnc4c3cc2CO1 | -5 | 0 | -8 | 0.6 | 87* | -1.7 | -1 | -3 | 9 | 9
CCS(=O)(=O)N1CCC(N2CCN(c3ccccc3)CC2)CC1 | 2 | -1 | 0 | 0.2 | 104 | -1.5 | 0 | 7 | -3 | 7
COc1ccc(-n2nc(C(=O)NCC(=O)NCc3ccco3)c3ccccc3c2=O)cc1Cl | 1 | -1 | 4 | 1.4 | 86 | -1.4 | -3 | 0 | -1 | 7
CCOC(=O)c1c(N)sc2c1CCC1C(=O)N(C3CCCCC3)C(=O)C21 (centres undefined) | 0 | 4 | 2 | 0.7 | 99 | -0.4 | nt | 3 | -3 | 2
C=CCn1c(CCCNC(=O)c2ccccc2OC)nc2ccccc21 | 8 | 2 | 0 | 0.4 | 103 | -2.3 | nt | 3 | -3 | 12
O=C(Cn1nnc(-c2ccc3c(c2)OCO3)n1)N1CCOCC1 | 4 | 0 | -2 | -0.6 | nt | -2.9 | -1 | 4 | -1 | 12
COc1cc(C=C(C(C)=O)C(C)=O)ccc1O | 8 | 0 | -4 | 1.0 | 113 | -0.1 | -3 | 2 | -8 | 0
CCOc1ccc2[nH]c3c(N4CCN(c5ccccn5)CC4)ncnc3c2c1 | 29 | 0 | -5 | 0.1 | 97 | 35* | nt | -8 | -1 | -200
Cc1ccc2c(NC(=O)c3ccc(Br)o3)cccc2n1 | 38 | 4 | 1 | -0.8 | 103 | -1.8 | -1 | 6 | -3 | 9
CCc1ccc(NC(=O)C(C)OC(=O)c2ccc(-n3cnnn3)cc2)cc1 (centres undefined) | 11 | 3 | -2 | -1.1 | 95 | -1.4 | nt | 1 | -14 | 7
CC1(C)Cc2ccccc2-c2nnc(-c3ccco3)n21 | -5 | 4 | -4 | -0.2 | 112 | 0.7 | -2 | 5 | -5 | -4
O=C(NC1CCCC1)c1cccc(S(=O)(=O)N2CCOCC2)c1 | 34 | -6 | 0 | -1.5 | 101 | -4.2 | -2 | -1 | -1 | 17
Further entries follow.
SMILES | Arr AP2 block | V-ATPase pH | Keap1 Nrf2 FP | LANA DNA inh | DSG3 Ab inh | OPRM1-OPRD1 ag | Wnt bcat act | RTF Ca sens inh | RTF Ca sens act | MOR-DOR inv ag
COc1ccc(-c2sc(Nc3ccccc3)n[n+]2-c2ccc(F)cc2)c(OC)c1OC | -5 | 8 | -2 | 1.2 | 106 | -1.8 | -1 | 0 | 1 | 10
O=C(Nc1ccnn1C1CCN(Cc2cccc(OCCO)c2)CC1)C1CCCC1 | -16 | 4 | -1 | 0.9 | 115 | -0.1 | 0 | -8 | -7 | 1
COc1ccc(/C=C(/NC(=O)c2cccc([N+](=O)[O-])c2)C(=O)O)cc1 | -1 | 1 | 4 | 0.2 | 80 | -0.3 | 9 | -20 | 2 | 2
CCN1C(=O)N[C@@H](c2cccs2)C(C(=O)OC)=C1C | 1 | -10 | 1 | -0.1 | 98 | -2.7 | -4 | 3 | 3 | 15
O=C(CSc1ccc(-c2ccc3c(c2)OCO3)nn1)Nc1nccs1 | -6 | 1 | -4 | -0.3 | 95* | -1.5 | 0 | -7 | 2 | 7
CCCCCCn1c(=O)[nH]c2c(c1=O)CCC2 | -13 | 4 | -3 | 0.7 | 113 | -1.8 | 3 | -14 | 4 | 9
CCC(=O)N1CCc2cc(S(=O)(=O)N3CCCCCC3)ccc21 | 4 | 0 | 0 | -1.0 | 102 | -5.0 | 0 | -4 | -2 | 26
COc1ccc(C2c3ccc(O)cc3Oc3ncn(Cc4ccco4)c(=N)c32)cc1 (centres undefined) | 0 | -3 | -5 | 10 | 102 | 0.1 | 2 | -13 | 20 | 0
CC1=C(n2nnc([N+](=O)[O-])n2)C(c2cccnc2)C(C#N)=C(N)O1 (centres undefined) | 9 | 4 | 3 | 5.0 | 88 | 6.6 | nt | -5 | 3 | -34
COc1cccc(-c2csc(N3CCN(C(=S)NCC(C)C)CC3)n2)c1 | 15 | -2 | 0 | nt | 112 | 0.5 | -1 | 2 | 4 | -3
c1ccc(CSc2ncnc3c2cnn3-c2ccccc2)cc1 | -10 | 3 | 1 | 1.3 | 102 | -3.2 | nt | -7 | -1 | 14
COc1cccc(NC(=O)N2CCCC2C(=O)NC2CC2)c1 (centres undefined) | 12 | -9 | 4 | 0.2 | 108 | -1.8 | 1 | 3 | 2 | 9
C=CCOC(=O)C1=C(C)OC(N)=C(C#N)C1c1c(C)nn(-c2ccccc2)c1Cl (centres undefined) | -6 | 2 | -13 | -0.2 | nt | -2.5 | -1 | -4 | -4 | 11
COc1ccc(N=C2S/C(=C\c3ccc(Cl)c([N+](=O)[O-])c3)C(=O)N2CCN(C)C)cc1 | 2 | 0 | -5 | -1.8 | 106 | 2.2 | -10 | -3 | 3 | -10
COc1cc(/C=N/NC(=O)c2ccc(Cn3cc([N+](=O)[O-])cn3)o2)cc(Br)c1O | 12 | 1 | 1 | 0.5 | 95 | -3.4 | -1 | 2 | -6 | 18
CCOc1cc(/C=N/Nc2ncnc(Cl)c2N)ccc1O | 10 | -2 | 2 | -1.3 | 103 | -1.2 | nt | -4 | 2 | 7
CN(Cc1cn(C)nc1-c1ccc(Oc2ccccc2)cc1)Cc1cnc2ccccn12 | 6 | 0 | 0 | -1.6 | 93 | -1.9 | -6 | 2 | -26 | 10
COc1ccc(CCNCc2ccc(OCC(=O)N3CCCCC3)c(OC)c2)cc1OC | -6 | 1 | 2 | 1.7 | 92 | 1.5 | 1 | -5 | 0 | -8
COc1ccc(/C=C/C(=O)OCC(=O)N2CCCCCC2)cc1OC | -12 | 1 | -2 | -1.1 | 122 | -0.6 | -3 | -10 | -1 | 3
COc1ccc(Nc2c3c(nc4ccccc24)CCCC3)cc1OC | 2 | 0 | -5 | -1.1 | 108 | 0.7 | -4 | 3 | 7 | -5
O=C(Nc1c(C(=O)N2CCCCC2)cnn1-c1ccccc1)c1ccco1 | 1 | -2 | 0 | 1.3 | 103 | -1.9 | 0 | 13 | -5 | 11
COc1ccc(-n2c(O)c(/C=C3\C=Nc4ccccc43)c(=O)[nH]c2=O)cc1 | 30 | -71 | -5 | 0.1 | 134 | -1.5 | 1 | -2 | -1 | 7
CCN(CC)CCNC(=O)c1cc([N+](=O)[O-])c(N(C)C)cc1OC | -7 | 3 | -2 | 1.2 | 100 | -1.2 | -5 | -3 | -1 | 6
COc1ccccc1C(=O)NCCC(=O)NCCc1ccccc1 | 13 | 1 | 0 | -0.7 | 102 | 1.1 | 5 | -10 | -1 | -6
Cc1ccc(NC(=O)CCc2nc3ccccc3c(=O)[nH]2)cc1S(=O)(=O)N1CCOCC1 | -5 | 0 | -5 | -0.6 | 102 | 2.4 | -4 | 0 | -2 | -15
The listing continues.
SMILES | Arr AP2 block | V-ATPase pH | Keap1 Nrf2 FP | LANA DNA inh | DSG3 Ab inh | OPRM1-OPRD1 ag | Wnt bcat act | RTF Ca sens inh | RTF Ca sens act | MOR-DOR inv ag
Nc1nc2c3ccccc3nc(C3CC3)n2n1 | 9 | 5 | -3 | -0.2 | 96 | -1.6 | nt | -5 | -4 | 7
CCOC(=O)c1ccc(S(=O)(=O)Nc2cc(S(=O)(=O)N3CCOCC3)ccc2O)cc1 | -19 | -1 | -2 | -2.3 | nt | -5.0 | 0 | -8 | -1 | 19
O=C(Cc1cccc(C(F)(F)F)c1)NCC(=O)Nc1cc(Cl)ccc1Cl | 8 | -2 | 0 | 1.0 | nt | 4.3 | -1 | -19 | -5 | -28
CN1C[C@@H]2[C@@H]3C(=O)N(Cc4ccccc4)C(=O)[C@@H]3[C@](Cc3ccccc3)(C1=O)N2C(=O)c1ccc(Br)cc1 | -1 | -6 | -11 | -0.7 | 97 | -0.6 | 6 | -6 | 1 | 3
CN(c1ccccc1C(=O)Nc1ccc(F)c(Cl)c1)S(C)(=O)=O | 4 | 1 | -2 | 1.0 | 93 | -2.4 | -1 | -7 | 1 | 11
COc1ccc2cc([C@H](C)C(=O)N(C)Cc3ccccc3N3CCCC3)ccc2c1 | 25 | -4 | -3 | -1.2 | 118 | 1.8 | -1 | -6 | -3 | -15
Cc1cccc2cc(/C=N/NC(=O)c3ccccc3O)c(Cl)nc12 | nt | -1 | -7 | 1.2 | 109 | -0.4 | nt | -19 | 10 | 2
S=C(Nc1ccc(Br)cc1)N1CCN(C2CCCCC2)CC1 | 18 | -2 | -1 | -0.8 | 105 | 2.1 | 0 | 0 | 2 | -11
Cc1ccc(C)c(NC(=O)CSc2nnc(CCCCCNC(=O)OC(C)(C)C)o2)c1 | -4 | -1 | 2 | 2.0 | 100 | -0.3 | nt | -6 | 3 | 1
